HKDC1 inh – blocks human hexokinase HKDC1 activity; recombinant HKDC1, G6PDH/diaphorase resazurin coupled fluorescence; inhibition, % at 20 µM; 340,000 tested, 0.16% active;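 active = inhibition above about 35% when tested at 20 µM, limit read from the data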;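 note: plate controls were DMSO wells with enzyme for no effect and DMSO wells lacking enzyme for full effect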
Target sequence (Q2TB90 whole entry, looked up): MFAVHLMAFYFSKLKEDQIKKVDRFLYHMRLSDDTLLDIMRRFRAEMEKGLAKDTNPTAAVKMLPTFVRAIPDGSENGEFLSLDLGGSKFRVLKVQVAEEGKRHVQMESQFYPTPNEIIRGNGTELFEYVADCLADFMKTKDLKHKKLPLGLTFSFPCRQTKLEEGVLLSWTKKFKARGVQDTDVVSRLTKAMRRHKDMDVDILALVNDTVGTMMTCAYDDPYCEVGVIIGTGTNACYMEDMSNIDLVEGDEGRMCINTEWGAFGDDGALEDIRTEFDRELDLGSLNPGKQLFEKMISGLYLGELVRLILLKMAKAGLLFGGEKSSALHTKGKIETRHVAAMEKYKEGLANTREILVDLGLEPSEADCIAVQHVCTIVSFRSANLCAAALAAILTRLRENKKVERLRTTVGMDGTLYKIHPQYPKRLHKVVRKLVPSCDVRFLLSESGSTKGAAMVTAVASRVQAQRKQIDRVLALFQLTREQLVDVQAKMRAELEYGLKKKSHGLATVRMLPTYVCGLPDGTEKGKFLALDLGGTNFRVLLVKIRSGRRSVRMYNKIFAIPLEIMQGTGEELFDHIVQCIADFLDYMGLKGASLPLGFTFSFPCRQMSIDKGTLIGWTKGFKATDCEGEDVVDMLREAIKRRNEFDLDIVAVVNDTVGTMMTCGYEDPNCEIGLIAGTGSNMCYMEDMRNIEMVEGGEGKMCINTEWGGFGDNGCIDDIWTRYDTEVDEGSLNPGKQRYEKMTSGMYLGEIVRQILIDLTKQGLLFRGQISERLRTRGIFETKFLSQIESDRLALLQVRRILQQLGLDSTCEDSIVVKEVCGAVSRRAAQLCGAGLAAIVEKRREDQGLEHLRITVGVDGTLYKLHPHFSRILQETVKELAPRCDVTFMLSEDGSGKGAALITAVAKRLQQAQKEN
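Material – in-house recombinant HK5 (HKDC1) enzyme · Quantity – HKDC1 at 5 µg/mL · Buffer or medium – pH 8.0 Tris buffer with 10 mM MgCl2 · Reagent – glucose with 1 mM ATP · Dosing – single 20 µM dose · Times – reaction time 90 min, room temperature, protected from light · Technique – resorufin fluorescence at 613 nm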
Gli-Sufu block – antagonists of Gli-Sufu signaling; AID 588413; inhibition, % at 5 µM; 340,000 tested, 0.74% active; Sufu-KO-LIGHT fibroblasts, Gli luciferase reporter luminescence;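 active = inhibition above about 55%, limit read from the data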;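 note: 0% = DMSO-treated cells and 100% = wells with medium but no cells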
SENP8 block – SENP8 protease inhibition. inhibition, % at 10 µM. Q96LD8. 330,000 tested, 1.2% active. purified SENP8, Z-RLRGG-aminoluciferin cleavage, luminescence. AID 2540
Jurkat NFkB inh – inhibitors of the PMA/ionomycin-induced NF-kB reporter in Jurkat cells; 330,000 tested, 0.53% active; PMA/ionomycin-induced NF-kB luciferase reporter, luminescence; inhibition, % at 4 µM
Apaf1 inhib – human Apaf-1 inhibition. O14727. reconstituted apoptosome caspase-3 activity, DEVD-Rh110 fluorescence. inhibition, % at 20 µM. 330,000 tested, 0.71% active. AID 489030; active = inhibition of at least 40% at 20 µM;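 note: plate controls were DMSO wells for no effect and DEVD-CHO caspase inhibitor wells for full effect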
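Material: cell-free apoptosome with Apaf-1, procaspase-3 and caspase-9; Buffer or medium: Hepes pH 7.5 with detergent and BSA; Reagent: cytochrome c trigger plus (Z-DEVD)2-Rh110 caspase-3 substrate; Times: compound with Apaf-1, dATP, procaspase-3 30 min, then 50 min reaction, room temperature; Technique: Rh110 fluorescence intensity.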
SENP7 inh – blocks the human protease SENP7; Q9BQF6; recombinant SENP7, Z-RLRGG-aminoluciferin luminescence, 40 min; inhibition, % at 5 µM; 330,000 tested, 1.5% active; AID 434973;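 active = inhibition above about 50% at the single test dose, limit read from the data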;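 note: plate controls were DMSO with enzyme for no effect and no enzyme buffer wells for full effect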
697 NFkB inh – inhibitors of the PMA/ionomycin-induced NF-kB reporter in 697 B cells. 697 B-cell NF-kB luciferase reporter, 16 h. inhibition, % at 4 µM. 330,000 tested, 0.33% active; in the data active = inhibition above about 35%
UBC13 polyUb – inhibitors of human UBC13 polyubiquitin chain formation; P61088; inhibition, % at 20 µM; 330,000 tested, 0.47% active; TR-FRET; in the data active = inhibition above about 45%, passing the limit was not always enough
Target sequence (P61088 whole entry, looked up): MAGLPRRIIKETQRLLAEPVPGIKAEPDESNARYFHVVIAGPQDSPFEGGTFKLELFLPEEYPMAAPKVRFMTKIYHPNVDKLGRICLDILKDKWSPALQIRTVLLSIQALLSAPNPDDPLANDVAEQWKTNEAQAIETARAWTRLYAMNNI
* = called active by the depositor. Cut-off read from the data, not from the text of the source, unless noted: active = inhibition above about 50%; inactive = the rest.

What do the screens show for `O=C(CNc1cccc2ccccc12)N/N=C/c1ccccn1`?
HKDC1 inh: 18; Gli-Sufu block: 3; SENP8 block: 71*; Jurkat NFkB inh: 6; Apaf1 inhib: 48*; SENP7 inh: 29; 697 NFkB inh: 4; UBC13 polyUb: -57

How did CC(OC(=O)CNS(=O)(=O)c1ccc(C#N)cc1)C(=O)Nc1cccc(C#N)c1 (configuration not stated) do in these assays?
HKDC1 inh: 1; Gli-Sufu block: 1; SENP8 block: 8; Jurkat NFkB inh: 19; Apaf1 inhib: -4; SENP7 inh: 0; 697 NFkB inh: 12; UBC13 polyUb: 0

Results for Cc1ccc(C(=O)N2CCN(Cc3ccc4c(c3)OCO4)CC2)cc1[N+](=O)[O-] ?
HKDC1 inh: -3; Gli-Sufu block: 27; SENP8 block: 6; Jurkat NFkB inh: 5; Apaf1 inhib: 0; SENP7 inh: 0; 697 NFkB inh: 27; UBC13 polyUb: -1

Results for CS(=O)(=O)Nc1ccc2c(c1)C(=O)OC2 ?
HKDC1 inh: 6; Gli-Sufu block: 8; SENP8 block: 2; Jurkat NFkB inh: 2; Apaf1 inhib: -8; SENP7 inh: 0; 697 NFkB inh: 11; UBC13 polyUb: -8

How did N/C(=N\OC(=O)Cc1ccc(-c2ccccc2)cc1)c1ccccn1 do in these assays?
HKDC1 inh: -2; Gli-Sufu block: 8; SENP8 block: -11; Jurkat NFkB inh: -19; Apaf1 inhib: 17; SENP7 inh: -8; 697 NFkB inh: -59; UBC13 polyUb: -2

What do the screens show for `CC1CCN(CCCNC(=O)CCNC(=O)Cn2cnc3ccccc3c2=O)CC1`?
HKDC1 inh: -4; Gli-Sufu block: -5; SENP8 block: -1; Jurkat NFkB inh: -18; Apaf1 inhib: 2; SENP7 inh: 8; 697 NFkB inh: -3; UBC13 polyUb: 7

What do the screens show for `Cc1ccc(NC(=O)c2cccc(NC(=O)CCC(=O)O)c2)cc1C`?
HKDC1 inh: 13; Gli-Sufu block: 1; SENP8 block: -10; Jurkat NFkB inh: -6; Apaf1 inhib: 5; SENP7 inh: -9; 697 NFkB inh: -15; UBC13 polyUb: -4

How did CCCC1=C([O-])C2N=CC=CC2=[N+](c2ccccn2)C1=O (configuration not stated) do in these assays?
HKDC1 inh: -7; Gli-Sufu block: -7; SENP8 block: 4; Jurkat NFkB inh: 13; Apaf1 inhib: -4; SENP7 inh: 5; 697 NFkB inh: 2; UBC13 polyUb: 2

Results for Cc1oc(C(N)=O)nc1-c1ccccc1 ?
HKDC1 inh: -4; Gli-Sufu block: 6; SENP8 block: -2; Jurkat NFkB inh: -19; Apaf1 inhib: -23; SENP7 inh: 0; 697 NFkB inh: -3; UBC13 polyUb: 2

How did CC(C)(C)N(Cc1ccccc1)C(=O)c1cccs1 do in these assays?
HKDC1 inh: 0; Gli-Sufu block: 4; SENP8 block: 5; Jurkat NFkB inh: -4; Apaf1 inhib: 7; SENP7 inh: 7; 697 NFkB inh: -2; UBC13 polyUb: 3

By substructure: those above containing four or more nitrogen atoms.
What do the screens show for `O=C(CNc1cccc2ccccc12)N/N=C/c1ccccn1`?
HKDC1 inh: 18; Gli-Sufu block: 3; SENP8 block: 71*; Jurkat NFkB inh: 6; Apaf1 inhib: 48*; SENP7 inh: 29; 697 NFkB inh: 4; UBC13 polyUb: -57

How did CC(OC(=O)CNS(=O)(=O)c1ccc(C#N)cc1)C(=O)Nc1cccc(C#N)c1 (configuration not stated) do in these assays?
HKDC1 inh: 1; Gli-Sufu block: 1; SENP8 block: 8; Jurkat NFkB inh: 19; Apaf1 inhib: -4; SENP7 inh: 0; 697 NFkB inh: 12; UBC13 polyUb: 0

What do the screens show for `CC1CCN(CCCNC(=O)CCNC(=O)Cn2cnc3ccccc3c2=O)CC1`?
HKDC1 inh: -4; Gli-Sufu block: -5; SENP8 block: -1; Jurkat NFkB inh: -18; Apaf1 inhib: 2; SENP7 inh: 8; 697 NFkB inh: -3; UBC13 polyUb: 7

Going on with the list:
How did Cc1ccccc1CCN1CCCC(CN(C)C(=O)C(=O)c2ccco2)C1 (configuration not stated) do in these assays?
HKDC1 inh: 1; Gli-Sufu block: 7; SENP8 block: 1; Jurkat NFkB inh: -11; Apaf1 inhib: 11; SENP7 inh: -7; 697 NFkB inh: -17; UBC13 polyUb: -4

What do the screens show for `CC(=O)N1CCc2cc(Br)cc(S(=O)(=O)NCCN3CCCCC3C)c21` (configuration not stated)?
HKDC1 inh: -3; Gli-Sufu block: -5; SENP8 block: -9; Jurkat NFkB inh: -18; Apaf1 inhib: 10; SENP7 inh: -6; 697 NFkB inh: -40; UBC13 polyUb: -11

Results for Cc1cccc(Oc2ccccc2NC(=O)CSCC(=O)Nc2cc(C)on2)c1 ?
HKDC1 inh: 1; Gli-Sufu block: -17; SENP8 block: 3; Jurkat NFkB inh: 23; Apaf1 inhib: 15; SENP7 inh: 0; 697 NFkB inh: -3; UBC13 polyUb: 3

What do the screens show for `Cc1cccc(-c2cc3nc(C)cc(N4CC(C)CC(C)C4)n3n2)c1` (configuration not stated)?
HKDC1 inh: 3; Gli-Sufu block: 0; SENP8 block: -6; Jurkat NFkB inh: 0; Apaf1 inhib: 29; SENP7 inh: -9; 697 NFkB inh: 2; UBC13 polyUb: 21

Results for COc1ccc(-c2c(C)cc3oc(=O)cc(-c4ccccc4)c3c2C)cc1C=O ?
HKDC1 inh: 3; Gli-Sufu block: 2; Apaf1 inhib: 31; SENP7 inh: -6; 697 NFkB inh: -17

How did Cc1nc([N+](=O)[O-])cn1CC(O)c1ccc(Cl)cc1 (configuration not stated) do in these assays?
HKDC1 inh: -1; Gli-Sufu block: 1; SENP8 block: -1; Jurkat NFkB inh: -3; Apaf1 inhib: -5; SENP7 inh: 0; 697 NFkB inh: 4; UBC13 polyUb: -2

Results for COc1ccccc1C(=O)Nc1ccc(S(=O)(=O)N2CCN(C)CC2)cc1 ?
HKDC1 inh: -3; Gli-Sufu block: -8; SENP8 block: -4; Jurkat NFkB inh: 7; Apaf1 inhib: -7; SENP7 inh: 1; 697 NFkB inh: 6; UBC13 polyUb: 4

Results for O=C(NN1C(=O)c2ccc(-c3ccc4c(c3)C(=O)N(NC(=O)c3cccnc3)C4=O)cc2C1=O)c1cccnc1 ?
HKDC1 inh: 12; Gli-Sufu block: 3; SENP8 block: 0; Jurkat NFkB inh: -21; Apaf1 inhib: 13; SENP7 inh: 3; 697 NFkB inh: 8; UBC13 polyUb: -9

What do the screens show for `O=C(OCc1ccc(Cl)cc1)c1cccnc1Cl`?
HKDC1 inh: -4; Gli-Sufu block: -2; SENP8 block: -10; Jurkat NFkB inh: 6; Apaf1 inhib: 6; SENP7 inh: -6; 697 NFkB inh: 14; UBC13 polyUb: 19

What do the screens show for `Cc1ccc(NC(=O)c2ccc(S(=O)(=O)N3CCOCC3)cc2)cc1`?
HKDC1 inh: -4; Gli-Sufu block: -11; SENP8 block: 6; Jurkat NFkB inh: -13; Apaf1 inhib: -6; SENP7 inh: -5; 697 NFkB inh: 8; UBC13 polyUb: 3

What do the screens show for `Cc1cc(OC(C)C(=O)N2CCN(c3ccc(F)cc3)CC2)c2c(C)cc(=O)oc2c1` (configuration not stated)?
HKDC1 inh: 3; Gli-Sufu block: 27; SENP8 block: -2; Jurkat NFkB inh: -2; Apaf1 inhib: 12; SENP7 inh: 2; 697 NFkB inh: -25; UBC13 polyUb: 44

How did C#CCOc1ccc(Cl)cc1/C=N/O do in these assays?
HKDC1 inh: 9; Gli-Sufu block: 1; SENP8 block: -4; Jurkat NFkB inh: 6; Apaf1 inhib: -15; SENP7 inh: 2; 697 NFkB inh: -2; UBC13 polyUb: 6

How did Cc1cc(N2C(=O)C(O)=C(C(=O)c3cc4ccccc4o3)C2c2cccc(Br)c2)no1 (configuration not stated) do in these assays?
HKDC1 inh: -2; Gli-Sufu block: 11; SENP8 block: 1; Jurkat NFkB inh: -7; Apaf1 inhib: 6; SENP7 inh: -5; 697 NFkB inh: -11; UBC13 polyUb: -16

Results for N#C/C(=C\c1cccnc1)c1ccccc1[N+](=O)[O-] ?
HKDC1 inh: -5; Gli-Sufu block: -3; SENP8 block: -10; Jurkat NFkB inh: -20; Apaf1 inhib: 6; SENP7 inh: -7; 697 NFkB inh: -14; UBC13 polyUb: -7

How did Cc1cccc(-n2c(C)c(C)c3c(N)ncnc32)c1 do in these assays?
HKDC1 inh: 3; Gli-Sufu block: -4; SENP8 block: -3; Jurkat NFkB inh: -5; Apaf1 inhib: 2; SENP7 inh: -5; 697 NFkB inh: -4; UBC13 polyUb: 31

Results for CCC(C)NCCOc1ccc(Br)cc1 (configuration not stated) ?
HKDC1 inh: 0; Gli-Sufu block: 10; SENP8 block: -1; Jurkat NFkB inh: 4; Apaf1 inhib: 1; SENP7 inh: -1; 697 NFkB inh: 17; UBC13 polyUb: 8

Results for Cc1nnc(NC(=O)CSc2nc(N)c(NC(=O)c3cccs3)c(=O)[nH]2)s1 ?
HKDC1 inh: 3; Gli-Sufu block: 5; SENP8 block: -6; Jurkat NFkB inh: 2; Apaf1 inhib: -14; SENP7 inh: -6; 697 NFkB inh: 8; UBC13 polyUb: 20

Results for COc1cccc(-c2nnc(N)o2)c1 ?
HKDC1 inh: -6; Gli-Sufu block: -1; SENP8 block: -4; Jurkat NFkB inh: -6; Apaf1 inhib: -7; SENP7 inh: -7; 697 NFkB inh: 7; UBC13 polyUb: 1

Results for CCCOc1ccc(/C=N/NC(=O)C2CC2)c(OCCC)c1 ?
HKDC1 inh: -6; Gli-Sufu block: -8; SENP8 block: -2; Jurkat NFkB inh: -2; Apaf1 inhib: 11; SENP7 inh: -5; 697 NFkB inh: 4; UBC13 polyUb: -7

What do the screens show for `CSCCC(NC(=O)c1occc1C)C(=O)O` (configuration not stated)?
HKDC1 inh: -7; Gli-Sufu block: -11; SENP8 block: -3; Jurkat NFkB inh: -4; Apaf1 inhib: -9; SENP7 inh: 2; 697 NFkB inh: 14; UBC13 polyUb: 2

How did Cc1ncc([N+](=O)[O-])n1CC(=O)Nc1ccc2c(c1)OCO2 do in these assays?
HKDC1 inh: -10; Gli-Sufu block: -6; SENP8 block: -10; Jurkat NFkB inh: 4; Apaf1 inhib: -2; SENP7 inh: 5; 697 NFkB inh: -11; UBC13 polyUb: -10

How did O=C(CSc1ncnc2c1oc1ccccc12)Nc1cccc(C(F)(F)F)c1 do in these assays?
HKDC1 inh: -3; Gli-Sufu block: -3; SENP8 block: -8; Jurkat NFkB inh: -8; Apaf1 inhib: 14; SENP7 inh: -2; 697 NFkB inh: 3; UBC13 polyUb: 9

Results for Cc1nn2c(Nc3ccc(F)cc3)c3c(nc2c1-c1ccccc1)CCC3 ?
HKDC1 inh: -8; Gli-Sufu block: 3; SENP8 block: -8; Jurkat NFkB inh: 6; Apaf1 inhib: -5; SENP7 inh: -2; 697 NFkB inh: 10; UBC13 polyUb: 19

Structural class: the entries above with an aryl thioether with sulfur outside any ring
Results for Cc1nnc(NC(=O)CSc2nc(N)c(NC(=O)c3cccs3)c(=O)[nH]2)s1 ?
HKDC1 inh: 3; Gli-Sufu block: 5; SENP8 block: -6; Jurkat NFkB inh: 2; Apaf1 inhib: -14; SENP7 inh: -6; 697 NFkB inh: 8; UBC13 polyUb: 20

How did O=C(CSc1ncnc2c1oc1ccccc12)Nc1cccc(C(F)(F)F)c1 do in these assays?
HKDC1 inh: -3; Gli-Sufu block: -3; SENP8 block: -8; Jurkat NFkB inh: -8; Apaf1 inhib: 14; SENP7 inh: -2; 697 NFkB inh: 3; UBC13 polyUb: 9
